Screening results (PubChem)
LDHA block = blocks human lactate dehydrogenase A; P00338; purified LDHA, NADH/diaphorase-resazurin fluorescence; active compounds read low; activity change, % (values are at about 110 or 230 µM); 0.15% of 480,000 active; AID 1347041; in the data active = activity change below about -30%; inconclusive = mostly about -25% to -30%;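 also: plate controls were DMSO wells for no effect and wells without enzyme for full effect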
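Enzyme activity of human lactate dehydrogenase 5 (2 nM; 0.06 mM NADH, 0.2 mM pyruvate, 5 min, RT) is measured via a resazurin/diaphorase fluorescence readout of residual NADH.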
Vif-A3F inh = Vif-A3F binding inhibition; HeLa A3F-eYFP + Vif (tagged APOBEC3F with the HIV-1 protein that degrades it), YFP fluorescence increase; Potency, µM (series often up to 46.1 µM), for the others: top-dose activity, negative = active; 0.2% of 390,000 active; AID 602313; also: potency is read from the fitted curve at half-maximal effect; % of control where 0% means no effect; nearly all actives have a fitted effect of over 65% in size
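HeLa cells stably expressing Vif plus C-terminally eYFP-tagged A3F were seeded, incubated overnight at 37 deg C, dosed with compound, incubated overnight again at 37 deg C. Yellow fluorescence (Ex 488/Em 500-530) reported blocked Vif-mediated A3F-eYFP degradation.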
RGS4 inh = blocks human RGS4-accelerated GTP hydrolysis; P49798; Transcreener GDP fluorescence polarization, RGS4-accelerated GTP hydrolysis; Potency, µM (titrated, usually from 114 µM), without a hit: at the top dose activity change, negative = inhibition, hits mostly inhibitors; 0.039% of 390,000 active; also: potency is read from the fitted curve at half-maximal effect; % is scaled to controls: 0 for no effect and ±100 for the full control effect; nearly all actives have a fitted effect of over 75% in size; some results filed as inactive show a strong effect at the top dose
Target sequence (P49798 whole entry, looked up): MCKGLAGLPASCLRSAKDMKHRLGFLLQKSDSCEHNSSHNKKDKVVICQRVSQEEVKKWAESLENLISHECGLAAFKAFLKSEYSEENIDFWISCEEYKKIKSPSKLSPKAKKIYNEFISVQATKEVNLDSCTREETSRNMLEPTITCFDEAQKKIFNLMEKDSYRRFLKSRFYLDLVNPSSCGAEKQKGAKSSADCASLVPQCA
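MLSMR compounds (23 nl, pin-transferred) preincubated 10 min at room temperature with a 500nM (2x) first reagent, then RGS4 at 900nM (2x) plus Transcreener GDP mix added; fluorescence polarization (620/688 nm) read before and after 90 min at 30 °C.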
TrxR1 substrate = substrates of rat thioredoxin reductase 1 | O89049 | purified TrxR1 substrate turnover, NADPH consumption readout | Potency, µM (doses to about 114 µM), inactives show at the top dose activity change, negative = substrate turnover | 0.01% of 390,000 active | AID 588456; also: potency is read from the fitted curve at half-maximal effect; % is scaled to controls: 0 for no effect and ±100 for the full control effect; nearly all actives have a fitted effect of over 50% in size
Target sequence (O89049 whole entry, looked up): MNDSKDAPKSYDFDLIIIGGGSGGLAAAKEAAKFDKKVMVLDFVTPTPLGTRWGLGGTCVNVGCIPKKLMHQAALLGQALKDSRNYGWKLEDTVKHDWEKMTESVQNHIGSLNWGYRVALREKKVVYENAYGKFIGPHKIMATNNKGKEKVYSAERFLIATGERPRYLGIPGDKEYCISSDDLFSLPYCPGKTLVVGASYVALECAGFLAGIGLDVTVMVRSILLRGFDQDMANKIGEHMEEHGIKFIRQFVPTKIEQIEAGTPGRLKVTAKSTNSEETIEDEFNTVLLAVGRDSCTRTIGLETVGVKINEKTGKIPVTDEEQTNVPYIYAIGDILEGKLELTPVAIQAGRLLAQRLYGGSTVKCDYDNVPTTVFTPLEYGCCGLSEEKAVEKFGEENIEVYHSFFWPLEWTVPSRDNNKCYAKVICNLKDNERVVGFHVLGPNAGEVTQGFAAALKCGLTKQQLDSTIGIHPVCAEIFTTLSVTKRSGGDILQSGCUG
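Rat TrxR1, dispensed at 90 nM, was prereduced with 400 uM NADPH (final) for 5 min at ~22 deg C, then incubated with compound 15 min before 400 uM selenite. A first-read NADPH fluorescence drop versus no-compound background flagged substrates.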
IDH1 R132H inh = blocks human mutant IDH1 R132H enzyme; Potency, µM (titrated, usually from 76.6 µM), inactives show at the top dose activity change, negative = inhibition, usual class: inhibitors; 0.093% of 390,000 active; IDH1-R132H enzyme, NADPH consumption, diaphorase/resazurin fluorescence; AID 602179; also: potency is read from the fitted curve at half-maximal effect; % is scaled to controls: 0 for no effect and ±100 for the full control effect; nearly all actives have a fitted effect of over 65% in size
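IDH1-R132H (0.5 ug/mL dispensed) in pH 7.5 Tris buffer was preincubated 30 min with compound, then given a substrate mix of 0.016 mM NADPH and 2 mM alpha-KG for 80 min at room temperature; remaining NADPH was read by diaphorase/resazurin fluorescence.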
USP1-UAF1 inh = USP1/UAF1 (human) deubiquitinase inhibition | recombinant USP1/UAF1, Ub-Rhodamine cleavage fluorescence | Potency, µM (titrated, usually from 57.1 µM), inactives show at the highest dose activity change, negative = inhibition, usual class: inhibitors | O94782 | 0.23% of 390,000 active | AID 743255; also: potency is read from the fitted curve at half-maximal effect; % is scaled to controls: 0 for no effect and ±100 for the full control effect; nearly all actives have a fitted effect of over 60% in size; inactives centre near -12
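In this screen, compounds sit with the deubiquitinase complex (1nM) for 15 min at room temperature before Ub-Rho is added at 150nM final. Fluorescence rise is then followed for 6 reads every 60 seconds.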
TrxR1 inh = blocks rat thioredoxin reductase 1 | O89049 | recombinant rTrxR1, NADPH fluorescence consumption, selenite substrate | Potency, µM (series often up to 114 µM), inactives show at the highest dose activity change, negative = inhibition, usual class: inhibitors | 1% of 390,000 active | AID 588453; also: potency is read from the fitted curve at half-maximal effect; % is scaled to controls: 0 for no effect and ±100 for the full control effect; nearly all actives have a fitted effect of over 65% in size
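Rat TrxR1 (90 nM in the dispensed reagent) was pre-reduced with 400 uM NADPH for 5 min at room temperature, then incubated with compound for 15 min. After 400 uM selenite was added, NADPH fluorescence (Ex 340/Em 450 nm) was followed for 8 min.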
Glioma ERSR ind = induces the endoplasmic reticulum stress response in human glioma cells; U87-MG GRP78 promoter luciferase reporter, 16 h; Potency, µM, for the others: at the top dose activation, usual class: activators; 0.02% of 420,000 active; AID 602332; also: potency is read from the fitted curve at half-maximal effect; series mostly up to about 76 µM; % of control where 0% means no effect; nearly all actives have a fitted effect of over 35% in size
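ERSR induction read as luciferase luminescence (Bright-Glo, 10 min at room temperature) in stably transfected human U87-MG glioma cells exposed to compounds for 16 h, using GRP78 as sensor.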
Vif-APOBEC3G blk = inhibitors of Vif-APOBEC3G interaction | HeLa A3G-eYFP + Vif (tagged APOBEC3G with the HIV-1 protein that degrades it), YFP fluorescence, overnight | Potency, µM (top dose mostly 46.1 µM), for inactives: at the top dose activity, negative = active, actives largely listed as inhibitors | 0.076% of 410,000 active | AID 602310;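 also: potency is read from the fitted curve at half-maximal effect; % is scaled to controls: 0 for no effect and ±100 for the full control effect; nearly all actives have a fitted effect of over 60% in size; hits raise eYFP signal because A3G escapes Vif-driven loss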
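Read-out is eYFP fluorescence (Ex 488/Em 500-530) from Vif-expressing HeLa A3G-eYFP cells; more signal means A3G escaped Vif-mediated degradation. Cells plated overnight, compound pinned in, incubated overnight at 37 deg C.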
Starred values were filed as active, the others as inactive; u = inconclusive; x = no result given; & = joins results of further samples; [ ] = dose if it differs, or a comment. Unless noted, calls follow the shape of the dose curve; as a rule, active = well fitted curve in the direction sought with a large enough effect; inconclusive = small, poorly fitted or top-dose-only effect, or another doubt; inactive = no such curve, though single readings can be large; an effect the other way counts as inactive or inconclusive. This is a subset (hit frequency here may not be typical).

Each structure is followed by: LDHA block, Vif-A3F inh, RGS4 inh, TrxR1 substrate, IDH1 R132H inh, USP1-UAF1 inh, TrxR1 inh, Glioma ERSR ind, Vif-APOBEC3G blk
COc1ccc(NC(=O)C2CCC(C(C)(C)C)CC2)cc1S(=O)(=O)N1CCCCC1 (stereo not drawn)
    3, -9%, -11%, -9%, 0%, -15%, 0%, -2%, 1%
CC(C)(C)NC(=O)NC(=O)CSc1ncccn1
    4, 4%, 9%, 3%, -1%, u, 13%, 0%, -6%
Cn1nccc1/C=N\NC(=O)c1ccc(Cl)cc1
    -11, 2%, -19%, 0%, -5%, -15%, 9%, 1%, -2%
COc1ccccc1NC(=O)CSc1nccn1Cc1ccc(F)cc1
    -6, 5%, 14%, -7%, 5%, -20%, -8%, -1%, -2%
COc1ccc(C(=O)NC(CC(C)C)C(=O)O)cc1OC (stereo not drawn)
    1, 9%, 33%, -3%, 1%, -16%, -8%, 0%, -1%
Cc1cccc2sc(NNC(=O)C3=COCCO3)nc12
    11, 15%, -3%, -3%[57.1 µM], 2%, 0%, 7%[57.1 µM], 1%, 0%
CC(CSc1nnnn1-c1ccccc1)Cn1c(N2CCCC2)nc2c1c(=O)[nH]c(=O)n2C (stereo not drawn)
    5, -12%, -24%, -5%, 6%, -15%, 3%, -5%, -7%
CC(=O)N1c2ccc(S(=O)(=O)NCC3CCC(C(=O)Nc4cc(C)ccn4)CC3)cc2CC1C (stereo not drawn)
    2, -3%, 5%[11.4 µM], -6%, 0%, -2%, 13%, -1%, 0%
O=C(CSc1ncnc2c1cnn2CCc1ccccc1)Nc1cccc(C(F)(F)F)c1
    0, -9%, 10%, -4%, 5%, -25%, -5%, -5%, -8%
O=C(NC1CCCC1)c1cc2c(ccc3ccccc32)o1
    4, -3%, -34%, 63%[activator], 11%, -18%, -27%, 0%, -5%
CN(C(=O)Cn1cc(C#N)c2ccccc21)c1ccccc1
    0&-4, -5%, 9%, 4%[57.1 µM], -1%, -2%, 34%[57.1 µM], 1%, 1%
COc1ccc(N2CCN(Cc3nc4ccccc4c(=O)[nH]3)CC2)cc1
    3, -2%, -8%, 8%, 14%, -3%, 19%, 0%, 0%
Cc1ccc(-c2cc(C(=O)OCC(=O)Nc3cc(C)on3)c3ccccc3n2)c(C)c1
    1, x, -20%, 2%, 2%, -17%, 14%, -4%, -7%
COc1ccc(-c2noc(CCC(=O)N3CCN(c4ccc(Cl)cc4)CC3)n2)cc1
    -5, 5%, -25%, 2%, 5%, u, 25%, 0%, 1%
FC(F)(F)c1cc(-c2cccc(Br)c2)nc2ncnn12
    2, -1%, -1%, -11%, 9%, -25%, -12%, -1%, -2%

Pulled by structure from the list above:
Each structure is followed by: LDHA block, Vif-A3F inh, RGS4 inh, TrxR1 substrate, IDH1 R132H inh, USP1-UAF1 inh, TrxR1 inh, Glioma ERSR ind, Vif-APOBEC3G blk
CC(CSc1nnnn1-c1ccccc1)Cn1c(N2CCCC2)nc2c1c(=O)[nH]c(=O)n2C (stereo not drawn)
    5, -12%, -24%, -5%, 6%, -15%, 3%, -5%, -7%
COc1ccc(N2CCN(Cc3nc4ccccc4c(=O)[nH]3)CC2)cc1
    3, -2%, -8%, 8%, 14%, -3%, 19%, 0%, 0%
CN(C(=O)Cn1cc(C#N)c2ccccc21)c1ccccc1
    0&-4, -5%, 9%, 4%[57.1 µM], -1%, -2%, 34%[57.1 µM], 1%, 1%
O=C(NC1CCCC1)c1cc2c(ccc3ccccc32)o1
    4, -3%, -34%, 63%[activator], 11%, -18%, -27%, 0%, -5%
Cn1nccc1/C=N\NC(=O)c1ccc(Cl)cc1
    -11, 2%, -19%, 0%, -5%, -15%, 9%, 1%, -2%

Returning to the listing, starting two compounds before the break.
Each structure is followed by: LDHA block, Vif-A3F inh, RGS4 inh, TrxR1 substrate, IDH1 R132H inh, USP1-UAF1 inh, TrxR1 inh, Glioma ERSR ind, Vif-APOBEC3G blk
COc1ccc(-c2noc(CCC(=O)N3CCN(c4ccc(Cl)cc4)CC3)n2)cc1
    -5, 5%, -25%, 2%, 5%, u, 25%, 0%, 1%
FC(F)(F)c1cc(-c2cccc(Br)c2)nc2ncnn12
    2, -1%, -1%, -11%, 9%, -25%, -12%, -1%, -2%
CC(C)Oc1ccc(CCC(=O)NNC(=S)Nc2ccccc2)cc1
    -10, -2%, -24%, 2%, 0%, -6%, -4%, 0%, 0%
Nc1ccc(N=Nc2ccc(O)cc2)c(N)n1
    1, 13%, u, -8%[11.4 µM], 2%, -20%, -13%[11.4 µM], -2%, -12%
Cc1ccc(/C=C/c2nc3ccccc3[nH]2)cc1
    -2, -5%, 25%, 22%[57.1 µM], 22%, -33%, 12%[57.1 µM], -10%, 5%
Cc1ccnc(NC(=O)CCC(=O)N(CC(=O)NC2CCCCC2)c2cccc(C)c2C)c1
    -1, 0%, u, -8%, 9%, -10%, -5%, -5%, 0%
O=C(COc1ccccc1Cl)Nc1ccc(C(=O)N2CCCCC2)cc1
    -4, 1%, 8%, 3%, 1%, -6%, 20%[11.4 µM], 8%, 2%
CC(C)(C)OCC(O)CN1CCN(C(=O)c2ccccc2)CC1 (stereo not drawn)
    -7, -10%, 1%, -11%, -2%, -21%, 3%[57.1 µM], -4%, -2%
C#CCN1C=CC(=O)[C@@H](OC(=O)Nc2ccc(Cl)cc2)[C@H]1c1ccccc1Br
    4, 5%, -35%, -7%, 2%, -33%, -11%, 1%, 2%
Cc1ccc(-n2nc3ccc(N)cc3n2)cc1C
    10, 5%, -19%, 101%[activator], 12%, -17%, 83%[activator], -8%, -10%
CCOC(=O)C1=NNC(C(=O)c2ccc(C)cc2)C1c1ccc(C)cc1 (stereo not drawn)
    -1, -3%, -17%, -11%, 3%, -5%, -17%, 0%, 3%
CC(=O)c1ccc(NC(=O)C2CCN(S(=O)(=O)c3ccc4c(c3)CCCN4C(=O)C3CCC3)CC2)cc1
    -2, -4%, -40%, 4%[57.1 µM], -5%, -9%, 15%[57.1 µM], -1%, -4%
Nn1c(SCc2cccc(C(F)(F)F)c2)nnc1-c1ccco1
    -9, -1%, 28%, -12%, 1%, -12%, -19%, 2%, -3%
CSc1ccccc1NC(=O)CN(c1ccccc1)S(=O)(=O)N(C)C
    -4, -5%, 38%, -2%, 11%, 5%, -1%, 1%, -9%
Cc1ccc(-c2nnc(CSc3nc(C)nc4sc(C)c(C)c34)o2)cc1
    -10, -1%, 10%, 8%, -2%, -1%, 12%, -3%, 1%
COC(=O)c1sc(NC(=O)CSc2nnnn2-c2cccc(OC)c2)nc1C
    -2, -5%, 11%, -9%, 0%, -8%, 5%[57.1 µM], -8%, 3%
COc1ccc2oc(C(=O)N(C)CCOc3ccccc3)c(C)c2c1
    0, u, -16%, 6%, 16%, -20%, -1%, -1%, -3%
CCOC(=O)c1cnn(CCOC(=O)c2ccc(OC)cc2)c1NC(=O)c1ccc(OC)cc1
    -4, -17%, 14%, -2%, 2%, -4%, 10%, -3%, 1%
O=C(CC1=NC2(CCCC2)Cc2ccccc21)N1CCOCC1
    -6, -6%, -27%, 2%, 1%, 3%, -22%, 0%, 0%
C=CCN=C(NC#N)SCC(=O)NC(C)(C)C
    0, 6%, -50%, 8%[57.1 µM], 3%, -16%, 16%[57.1 µM], -3%, 3%
O=C(c1ccc(Oc2ccc([N+](=O)[O-])cc2)cc1)N1CCCCCC1
    -4, 1%, 4%, -5%, -5%, -5%, -1%, -3%, 1%
CN1C(=S)N(c2ccccc2)C(=O)/C1=C/c1ccco1
    2, -5%, 9%, -14%, -1%, -4%, u, -2%, -7%
C=CCn1c(C)cc(C(=O)CSc2ccc(NC(C)=O)cc2)c1C
    1, 4%, -12%[11.4 µM], -4%, 1%, -9%, 6%[57.1 µM], -15%, 9%
Cn1c(=O)c(/C=C/c2ccc(F)cc2)nc2ccccc21
    0, u, -16%, 12%[57.1 µM], 4%, -16%, 2%[57.1 µM], 0%, -17%
CC1(C)CC2(CC(c3cccs3)c3cc(Cl)c(O)cc3O2)NC(=S)N1 (stereo not drawn)
    -11, 2%, -45%, -2%, u, -20%, -2%, -1%, -1%
O=[N+]([O-])c1ccc(C2=NCCO2)cc1
    -2, -1%, -2%, 0%[2.29 µM], -7%, -10%, 1%[2.29 µM], 1%, -3%
Nc1ccc2c(c1)C(=NO)c1ccccc1-2
    -21, 10%, -33%, -5%, 2%, -12%, -5%, 2%, 4%
